Screening results (PubChem BioAssay)
NR2E3 ag-1: inhibitors of NR2E3-RetCOR corepressor binding, primary screen, NR2E3 agonist project, biochemical, TR-FRET, GST-NR2E3, biotin-RetCOR. Photoreceptor-specific nuclear receptor (Homo sapiens), Q9Y5X4. 1536-well. inhibition of corepressor binding, % at 4.78 µM. 320,000 tested, 0.12% active. AID 2300, 2010;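 active = percent inhibition above the cutoff of mean plus 3 SD of all tested compounds, set per screening campaign, cut at about 20% in these data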;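 note: 0% = DMSO wells and 100% = biotin wells as full block of FRET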
Target sequence (Q9Y5X4 whole entry, looked up): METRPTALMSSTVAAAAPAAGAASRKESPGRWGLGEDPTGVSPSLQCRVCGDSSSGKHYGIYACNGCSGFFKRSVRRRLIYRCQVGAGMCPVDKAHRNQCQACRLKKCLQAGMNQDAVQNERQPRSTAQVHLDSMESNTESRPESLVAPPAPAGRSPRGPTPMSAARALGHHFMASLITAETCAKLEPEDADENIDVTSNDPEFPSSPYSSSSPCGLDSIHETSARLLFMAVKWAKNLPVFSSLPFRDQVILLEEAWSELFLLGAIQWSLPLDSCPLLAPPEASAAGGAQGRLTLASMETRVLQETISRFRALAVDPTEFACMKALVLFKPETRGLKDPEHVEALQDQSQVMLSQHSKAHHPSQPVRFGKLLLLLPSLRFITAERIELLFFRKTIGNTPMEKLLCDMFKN
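Material: NR2E3–RetCOR corepressor complex / Incubation: Compound–protein incubation for 5 h at 4 °C / Dosing: compound at 4.8 µM, single dose / Detection: time-resolved FRET / Benchmarks: high control biotin, low control 0.6% DMSO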
Peg3 promoter: Peg3 promoter-driven luciferase inhibitors, primary screen, cell-based, HeLa, luciferase luminescence; inhibition, % at 20 µM; AID 588405, 2011; 360,000 tested, 1.7% active; HeLa PEG-Prom luciferase reporter, overnight;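 active = inhibition of at least 50% at 20 µM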
Shn3 3UTR inh: reduction of Shn3 3'UTR firefly luciferase signal, primary screen, Schnurri-3 inhibitor project, cell-based, Clone20 osteoblasts, set 2; Clone20 osteoblast Shn3 3'UTR firefly luciferase, 24 h; inhibition, % at 12.5 µM; 360,000 tested, 0.52% active; AID 588674, 2011;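 active = mean inhibition of at least 75% with every replicate also reaching 75%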;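 note: 0% = median of neutral control wells and 100% = pilot-screen positive control compound; some compounds past the cut are filed as inactive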
MITF TRPM1 inh: inhibitors of MITF-dependent TRPM1 promoter reporter, primary screen, cell-based, SK-MEL-5, single point, luciferase. inhibition, % at 12.5 µM. 330,000 tested, 0.83% active. SK-MEL-5 TRPM1 promoter luciferase, 24 h;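 active = mean inhibition across replicates of 60% or more, whatever share of single replicates reaches that level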; note: values of inactives mirror those of a sister screen read the other way
NR2E3 ag-2: NR2E3 agonists in two-hybrid cells, primary screen, cell-based, luminescence, CHO-S, Gal4-NCOR/VP16-NR2E3. Photoreceptor-specific nuclear receptor (Homo sapiens), Q9Y5X4. luciferase. inhibition of corepressor binding, % at 3.98 µM. 360,000 tested, 0.35% active. AID 602229, 2012;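 active = inhibition above the mean of all tested compounds plus 3 SD, cut at about 70% in these data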;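 note: 0% = DMSO with NR2E3 transfected cells and 100% = cells lacking NR2E3 construct; higher means lower luciferase signal from less NR2E3 corepressor binding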
iPSC survival up: enhancers of single-cell hiPSC survival, primary screen, ATPlite luminescence. 100% = ROCK inhibitor wells, 0% = DMSO. survival enhancement, % at 20 µM. 360,000 tested, 0.044% active. AID 602274, 2012; in the data active = survival enhancement above about 18%;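 note: cells exposed to compounds for 16 hours before the ATP read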
C8 TRAIL sens: viability loss with TRAIL in NB7+C8 cells, primary screen, TRAIL sensitizer project, cell-based, ATPlite luminescence | inhibition (viability loss, TRAIL sensitization), % at 10 µM | 360,000 tested, 1% active | AID 624354, 2012;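 active = compounds causing at least 50% loss of cell viability in the single-dose screen, relative to plate controls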
KKLEB tox: cytotoxicity in KKLEB CF airway cells, primary screen, cytotoxicity control for CF NF-kB inhibitor project, cell-based, uHTS, fluorescence assay plates. KKLEB CF airway cells viability, ATPlite luminescence, overnight; stronger effect = lower value; cells stimulated with P. aeruginosa culture filtrate. activity change (cytotoxicity), % at 5 µM. 360,000 tested, 0.36% active. AID 602141, 2011;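 active = corrected activity change at or below -50% at 5 µM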
EBV LMP1 NFkB: EBV LMP1-driven NF-kappaB luciferase reporter inhibitors, primary screen, cell-based, luminescence, single point | LMP1-induced NF-kappaB luciferase reporter cells | inhibition, % at 12.5 µM | 350,000 tested, 0.69% active | AID 504558, 2011; in the data active = inhibition above about 41%;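 note: 0% = neutral control wells and 100% = reference inhibitor control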
CF NFkB block: inhibitors of PAF-induced NF-kB signaling, primary screen, cell-based, GFP fluorescence, uHTS; KKLEB NF-kB-GFP reporter, GFP fluorescence overnight; inhibition, % at 5 µM; 360,000 tested, 0.86% active;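 active = at least 50% inhibition at 5 µM, scaled per plate between neutral and stimulator controls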;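 note: PAF is a Pseudomonas aeruginosa culture filtrate used as stimulus; plate controls were PAF-stimulated DMSO wells for no effect and unstimulated DMSO wells for full effect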
HIF-2a block: HIF-2a reporter inhibitors, primary screen, luminescence, 786-0 RCC cells. 786-0 RCC cells HIF-2a reporter, luciferase luminescence, overnight. inhibition, % at 18.8 µM. 360,000 tested, 0.72% active;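 active = inhibition of the luminescence signal of 40% or more relative to plate controls, in a single-dose primary screen at 18.75 µM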
The depositor's hits bear a star; x = not tested or not shown. Some of the compounds tested; the hit share may differ from the screen's.

SMILES	NR2E3 ag-1	Peg3 promoter	Shn3 3UTR inh	MITF TRPM1 inh	NR2E3 ag-2	iPSC survival up	C8 TRAIL sens	KKLEB tox	EBV LMP1 NFkB	CF NFkB block	HIF-2a block
C[C@H](O)[C@@H]1C(=O)N2CCc3c([nH]c4ccccc34)[C@@H]2C[C@@H]1N(C)C(=O)c1cc(Cl)cc(Cl)c1	x	18	6	x	-14	1.6	3	17	x	-18	-5
CCN1CCCC1CN=Cc1c(O)n(-c2ccccc2)c(=O)c2ccccc12 (stereo not given)	-1	1	-8	6	-2	-2.4	6	-2	1	2	8
COc1cccc(S(=O)(=O)Nc2noc3ccccc23)c1	-3	9	-1	6	23	2.0	-1	14	7	7	14
CC(C)C(=O)Nc1c(-c2cccs2)c(=O)c2ccccc2n1C	-2	17	-15	1	-12	-0.5	7	3	0	-3	-11
CCOC(=O)c1c(-c2ccccc2)csc1NC(=O)c1cc2ccccc2oc1=O	1	-4	8	-18	7	0.4	-4	-17	-8	23	6
O=C1c2ccccc2C(O)(Cc2ccccc2)N1c1ccc2c(c1)OCO2 (stereo not given)	4	6	-4	-7	-16	-3.7	-5	-3	1	5	-38
Cc1c([N+](=O)[O-])c(C(=O)N2CCCC2)nn1C	0	1	-27	-12	-13	-0.4	6	0	-4	1	23
CCCCn1c(N)c(N(CCOC)C(=O)C2CCN(S(=O)(=O)c3ccc(C)cc3)CC2)c(=O)[nH]c1=O	2	-11	-1	4	-3	-0.3	-17	10	5	-1	-4
CCOC(=O)c1c(-c2ccc(Cl)cc2)cn2ccccc12	5	2	-9	10	-26	4.7	-10	-8	-1	35	-18
CCc1nc2ccc(C(=O)Nc3cccc(C(C)=O)c3)cc2nc1CC	1	-6	-25	-4	-5	-0.6	-1	17	-3	-31	-30
O=C(O)c1ccc(NC(=O)c2ccccc2Br)c(NC(=O)c2ccccc2Br)c1	-4	16	-11	6	-10	-0.9	26	-6	-3	-5	18
CCN(CC)C(=O)c1c(Cl)nc(C)c([N+](=O)[O-])c1C	-3	6	11	3	1	-0.1	-3	-1	-1	-5	11
CC(C(=O)NC1CCCCCC1)n1cc([N+](=O)[O-])cn1 (stereo not given)	-1	0	11	13	-8	0.1	1	6	-11	-15	17
CCc1cc2c(=O)c(-c3cnn(-c4ccccc4)c3)c(C)oc2c(CN2CCCCC2)c1O	1	19	44	5	-36	-3.1	8	-3	3	2	16
COC(=O)c1c(C(=O)OC)c2ccccn2c1C(=O)c1ccc([N+](=O)[O-])cc1	0	16	-10	-9	-4	1.7	-7	2	23	-10	0
CCOC(=O)N1CCN(C(=O)CSc2nnc(Cn3c(=O)sc4ccccc43)n2C)CC1	5	8	0	5	-23	1.1	0	9	0	-5	8
O=S(=O)(Cc1nnnn1-c1ccccc1)c1ccc(F)cc1	-2	16	-42	4	-20	1.5	-8	1	5	4	11
Cc1ccc(/C=N/NC(=O)c2csc(C)c2)o1	1	-48	-44	-29	-50	-0.7	-9	1	-1	11	-56
Cc1cn([C@H]2C[C@H](O)[C@@H](CNCc3ccccc3OCCCN3CCOCC3)O2)c(=O)[nH]c1=O	x	-7	16	x	12	3.0	-3	1	5	6	2
CCN(CC)c1ccc(S(=O)(=O)N2CCOCC2)cc1NC(=O)CSC(=S)N1CCCC1	1	19	13	-2	16	0.5	6	-14	-7	9	19
COc1cc(/C=C/C(=O)O)cc2c1OCCO2	-1	6	x	9	-35	-0.8	-8	0	1	2	11
O=C(NCc1cccc(C(F)(F)F)c1)C1CC(c2ccc(C(F)(F)F)cc2)=NO1 (stereo not given)	7	17	-4	4	11	-1.1	0	-4	-2	2	9
Cc1cc(C)n(-c2nc3ccccc3n3nnnc23)n1	2	-45	0	-11	-12	1.7	16	1	-9	-22	-43
Cc1nonc1NC(=O)CSc1nnc(-c2ccoc2C)n1-c1cccc(Cl)c1	5	15	5	11	-35	0.4	-9	0	4	2	-3
O=C(CSc1nc2ccccc2n1CCc1ccccc1)NC1CC1	-3	5	-10	2	-2	-1.1	-11	-2	4	-2	14
COc1ccc(C(=O)N2CCN(c3cccc(Cl)c3)CC2)c(OC)c1	-2	18	-5	11	-25	1.0	17	0	5	5	5
CC(C)CSc1ncc(-c2cccc(C(F)(F)F)c2)cn1	1	-15	-17	-16	-20	1.4	14	-15	-7	2	-47
C/C(=N\NC(=O)c1cc(-c2cccc([N+](=O)[O-])c2)n[nH]1)c1ccc(F)cc1	-3	-2	0	2	-12	-0.5	-12	-20	1	20	4
COc1ccc(Cc2nc(C(=O)NCc3ccccc3OC)cs2)cc1	-1	-2	-3	1	-21	-1.6	-8	-5	-15	10	1
O=C(N/N=C/c1c[nH]c2ccc(Br)cc12)c1ccn(Cc2ccc(Cl)cc2Cl)n1	-2	11	2	18	-36	-0.9	8	-2	0	8	6

Retrieved one by one from above, two records:
SMILES	NR2E3 ag-1	Peg3 promoter	Shn3 3UTR inh	MITF TRPM1 inh	NR2E3 ag-2	iPSC survival up	C8 TRAIL sens	KKLEB tox	EBV LMP1 NFkB	CF NFkB block	HIF-2a block
CCCCn1c(N)c(N(CCOC)C(=O)C2CCN(S(=O)(=O)c3ccc(C)cc3)CC2)c(=O)[nH]c1=O	2	-11	-1	4	-3	-0.3	-17	10	5	-1	-4
O=C1c2ccccc2C(O)(Cc2ccccc2)N1c1ccc2c(c1)OCO2 (stereo not given)	4	6	-4	-7	-16	-3.7	-5	-3	1	5	-38

(next part)
SMILES	NR2E3 ag-1	Peg3 promoter	Shn3 3UTR inh	MITF TRPM1 inh	NR2E3 ag-2	iPSC survival up	C8 TRAIL sens	KKLEB tox	EBV LMP1 NFkB	CF NFkB block	HIF-2a block
Cc1cccc(/C(N)=N/OC(=O)Cc2cccc3ccccc23)c1	1	-13	-12	-14	0	-3.4	-12	6	0	-11	-73
COc1ccc(CNC(=O)CN2C(=O)COc3ccc(S(=O)(=O)N4CCCC4)cc32)cc1	-5	-5	10	-5	-28	-0.1	0	3	-7	-15	8
COc1ccc(CN2CCC(N(CCc3ccccc3)Cc3ccccc3)CC2)c(OC)c1	-1	63*	89*	-5	-23	0.0	10	-9	5	26	19
O=C(O)C1CSC(CCc2ccccc2)N1 (stereo not given)	5	-6	28	11	-39	-2.4	9	-2	3	-9	7
CCC(C(=O)Nc1ccc(N2CCOCC2)c(S(=O)(=O)Nc2ccccc2OC)c1)c1ccccc1 (stereo not given)	x	-5	27	-2	-6	0.4	17	3	-2	-20	7
Cc1cc(C)c(C(=O)CSc2n[nH]c(=O)n2C2CC2)cc1C	-3	-9	30	12	12	-0.3	-6	-4	7	-16	14
OC(c1ccc(F)cc1)(C1CCCCC1)C(CN1CCOCC1)c1ccccc1 (stereo not given)	-2	18	5	5	-8	-0.3	7	-6	3	2	14
Clc1ccc(-c2nnc(-c3ccco3)nc2N2CCCCC2)cc1	0	5	-1	14	-23	-0.6	-3	-5	-8	4	-5
O=C(NCCc1ccc(C(F)(F)F)cc1)C1CCC(=O)N(C2CC2)C1 (stereo not given)	1	7	18	-6	-26	-0.5	-4	4	-4	-11	-3
Cc1cc(Nc2ccccc2)nn1C(=O)c1ccc(Br)cc1	-1	-94	-6	-14	2	0.5	2	8	0	-4	-10
O=C(N/N=C/c1cccc(Oc2ccccc2)c1)c1cccc(Br)c1	1	2	8	-8	-23	3.5	7	-12	-16	-11	-25
COCCn1nnnc1C(c1ccc(OC)c(OC)c1)N1CCN(c2nc3ccccc3s2)CC1 (stereo not given)	-1	6	13	0	-21	2.8	-13	2	1	-4	15
O=S(=O)(c1ccccc1)N1CCNc2ccccc21	x	-5	-7	15	-17	0.9	-33	-12	9	-8	5
Cc1nn(-c2ccc(F)cc2)c2nc(N)c(C#N)c(-c3cccs3)c12	-2	84*	4	8	5	0.7	-6	-15	4	14	10
COC(=O)c1ccc(-n2nnnc2SCC(=O)Nc2ccccc2OC)cc1	-2	1	-18	0	-25	-1.9	-7	-3	6	6	2
CCc1ccccc1NC(=O)N1CCc2ccccc21	-2	-13	x	-1	22	0.0	-9	-5	-1	-15	-45
O=C(NCc1ccccn1)C(=O)NCc1ccccn1	2	6	-12	2	-1	0.8	-7	-8	-8	17	14
O=C(CSC1CN(C(c2ccccc2)c2ccccc2)C1)N/N=C/c1ccc(Cl)cc1Cl	3	4	14	-4	-3	-0.5	4	-12	9	-12	16
O=C(O)CCc1ccc(S(=O)(=O)Nc2ccc(OCc3ccccc3)cc2)cc1	9	-39	-14	-11	-9	-0.1	13	-5	-7	5	-39
CN(CC1CCCN(CCc2ccc(Cl)cc2)C1)C(=O)c1ccoc1 (stereo not given)	2	8	-6	-12	-22	-0.5	11	1	0	-14	-1
CCN1CCN(C(=O)CNC(=O)c2nn(-c3ccc(OC)cc3)c(=O)c3ccccc23)CC1	5	-49	-16	-32	-73	-0.1	-5	-14	-19	-6	-60
Cc1c(/C=N/NC(=O)CNc2ccccc2)c2ccccn2c1C(=O)c1ccccc1	-2	28	-20	5	-9	-1.7	-1	-18	5	7	19
COc1cc(C=CC(=O)OCC=Cc2ccc3c(c2)OCO3)cc(OC)c1OC	x	12	-27	7	26	-1.2	3	4	-7	5	15
COc1ccc(-c2noc(CSc3ccccc3)n2)cc1OC	1	-269	-36	-90	-91	-1.1	-5	-4	-30	4	-240
CN(C)CCCNC(=O)C[C@H]1C[C@H](C(=O)N2CCCCC2)[C@@]2(CCc3ccccc3)c3[nH]c4cc(CCC(=O)N(C)C)ccc4c3CCN2C1=O	x	-3	-9	2	-14	3.8	-2	12	-2	4	2
CCC(C)NCC(=O)Nc1ccc(-c2nc3cc(NC(=O)CNC(C)CC)ccc3o2)cc1 (stereo not given)	3	108*	9	84*	-14	-2.5	18	4	-44	-12	-9
COc1ccc(NC(=O)C[C@H]2C(=O)N(Cc3ccccc3)C[C@@H]2c2ccc(OC)cc2)cc1	x	-2	7	x	4	-0.1	1	2	-2	-10	-6
O=C1CC(SC(=Nc2ccccc2)Nc2ccccc2)C(=O)N1c1cccc2ccccc12 (stereo not given)	1	20	11	-4	-21	-2.1	7	-6	-4	2	19
CCn1c(/C=C/c2c[nH]c3ccccc23)nc2ccccc2c1=O	1	-306	-10	-113	-105	0.8	3	-12	-76	6	-274
N#CCCN(NC1=NS(=O)(=O)c2ccccc21)C(=O)c1ccccc1Br	-2	-6	3	-3	12	0.2	-4	-1	8	9	7
COc1ccc(C(=O)C2CCCN(Cc3ccc4nonc4c3)C2)c(C)c1 (stereo not given)	0	32	13	6	-26	0.2	5	-8	0	19	14
Cc1cccn2c(=O)nc(SCC(=O)NC3CCCC3)nc12	-2	8	13	7	-6	0.7	-19	2	3	-4	17
